# Assay outcomes: PubChem BioAssay, The Scripps Research Institute Molecular Screening Center
# CHO-K1 Ca antag = nonselective inhibitor or artifact in parental CHO-K1 cells | inhibition, % at 3 µM | AID 602250 | hit rate 0.6% among 360,000 | ATP-induced calcium, Fluo-8 fluorescence;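 active = inhibition above a per-plate cutoff, the plate's mean sample inhibition plus 3 SD, cut at about 24% in these data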;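 also: 0% = DMSO plus EC80 ATP and 100% = DMSO alone without ATP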
# OXTR potentiate = human OXTR potentiators, primary screen, fluorescence, CHO-OTR cells, Fluo-8 calcium. Oxytocin receptor (Homo sapiens), P30559. Fluo-8 calcium fluorescence, potentiator mode; 0% = oxytocin EC15, 100% = EC100. activation, % at 3 µM. hit rate 0.061% among 320,000;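 active = activation above that plate's cutoff, the mean activation of tested compounds plus 3 SD, cut at about 6.6% in these data, passing the limit was not always enough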;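 also: 100% uses oxytocin at 75 nM as the full agonist control; some results filed as inactive read as strong as hits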
# Target sequence (P30559 whole entry, looked up): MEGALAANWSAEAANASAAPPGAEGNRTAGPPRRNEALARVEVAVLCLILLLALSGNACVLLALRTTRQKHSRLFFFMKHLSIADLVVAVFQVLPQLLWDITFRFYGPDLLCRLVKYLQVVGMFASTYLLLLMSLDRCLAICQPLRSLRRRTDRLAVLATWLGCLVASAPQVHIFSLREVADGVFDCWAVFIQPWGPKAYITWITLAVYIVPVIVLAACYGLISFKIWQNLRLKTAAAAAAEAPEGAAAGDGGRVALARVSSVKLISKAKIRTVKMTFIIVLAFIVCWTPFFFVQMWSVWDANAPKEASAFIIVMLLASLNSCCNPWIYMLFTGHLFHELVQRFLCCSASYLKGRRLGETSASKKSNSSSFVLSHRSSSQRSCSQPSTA
#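 test system = CHO-OTR cells, human receptor | compound = single-point 3.0 µM | schedule = 6 min compound pre-incubation at room temperature, 100 s kinetic read | signal = Fluo-8 no-wash calcium dye fluorescence, excitation 470-495 nm, emission 515-575 nm | repeats = single well per compound, singlicate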
# M4 ag = human M4 muscarinic receptor agonists, primary screen, CHO-K1 cells, Fluo-8 calcium fluorescence | Muscarinic acetylcholine receptor M4 (Homo sapiens), P08173 | CHO-K1 hM4/Gqi5; vehicle 0%, full acetylcholine response 100% | activation, % at 3 µM | hit rate 0.14% among 360,000 | AID 624127, 2012;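 active = activation above the run mean over all test wells plus 3 SD, cut at about 32% in these data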;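 also: peak over basal fluorescence ratio per well then scaled between controls; 0% = DMSO wells and 100% = acetylcholine at EC100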
# CHRM1 agonist = human M1 muscarinic receptor agonists, primary screen, Fluo-8 calcium fluorescence, CHO-K1 cells, HTS; CHO-K1 hM1, agonist mode; 0% DMSO, 100% acetylcholine EC100; activation, % at 3 µM; hit rate 0.33% among 360,000; AID 588814, 2011;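 active = activation above the run's mean compound activation plus 3 SD, cut at about 16% in these data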;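 also: peak over basal fluorescence ratio within a 140 s kinetic read after compound addition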
# Target sequence (P11229 whole entry, looked up): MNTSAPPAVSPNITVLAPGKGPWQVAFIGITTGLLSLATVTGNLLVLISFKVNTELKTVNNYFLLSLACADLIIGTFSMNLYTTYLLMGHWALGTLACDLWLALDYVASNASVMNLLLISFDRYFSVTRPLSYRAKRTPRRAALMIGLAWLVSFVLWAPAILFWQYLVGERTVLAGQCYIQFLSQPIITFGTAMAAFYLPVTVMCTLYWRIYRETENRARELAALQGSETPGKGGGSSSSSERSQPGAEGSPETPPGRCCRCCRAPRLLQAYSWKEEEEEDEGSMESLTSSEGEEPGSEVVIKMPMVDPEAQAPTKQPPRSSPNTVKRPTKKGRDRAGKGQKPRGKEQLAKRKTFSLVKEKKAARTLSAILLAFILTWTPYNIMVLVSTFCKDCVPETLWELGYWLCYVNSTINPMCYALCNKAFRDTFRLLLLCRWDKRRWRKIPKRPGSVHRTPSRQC
# CHRM1 antagonist = human M1 muscarinic receptor antagonists, primary screen, CHO-K1 cells, Fluo-8 calcium fluorescence, 1536-well | CHO-K1 hM1, ACh EC80 antagonist | hit rate 1.3% among 360,000 | inhibition, % at 3 µM | AID 588852, 2011;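 active = percent inhibition above its own plate's cutoff, namely the mean of that plate's compound wells plus 3 SD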;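 also: peak over basal fluorescence ratio during 140 s after agonist addition; 0% = ACh EC80 plus DMSO and 100% = DMSO alone without agonist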
# CHRM4 antagonist = human M4 muscarinic receptor antagonists, primary screen, CHO cells, Fluo-8 calcium fluorescence; Muscarinic acetylcholine receptor M4 (Homo sapiens), P08173; hit rate 0.73% among 360,000; inhibition, % at 3 µM; CHO-hM4 cells, ACh EC80;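 active = inhibition above its plate's cutoff, the mean inhibition of sample wells plus 3 SD, cut at about 27% in these data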;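 also: 0% = acetylcholine EC80 with DMSO and 100% = DMSO without agonist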
# CHO parental Ca = ATP-evoked calcium signal inhibitors, parental CHO, primary screen, counter-screen for OX1R antagonist project, cell-based, fluorescence, Fluo-8 calcium dye; hit rate 0.63% among 330,000; parental CHO-K1, ATP-induced calcium, Fluo-8 fluorescence; inhibition, % at 5.6 µM; AID 463079, 2010;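 active = inhibition above that plate's mean sample inhibition plus 3 SD, cut at about 26% in these data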;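 also: 0% = ATP-challenged DMSO wells and 100% = DMSO wells without ATP; some compounds past the cut are filed as inactive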
#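 Test system: parental CHO cells; detection: calcium-sensitive Fluo-8 fluorescence; evaluation: percent inhibition of calcium signal; also added: ATP as calcium-mobilizing challenge; repeats: one well per compound; control set: ATP-challenged DMSO wells low, unchallenged DMSO wells high; compound: single nominal dose of 5.6 µM per compound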
# CHRM1 PAM = human M1 muscarinic receptor positive allosteric modulators, primary screen, CHO-K1 cells, Fluo-8 calcium fluorescence, 1536-well; activation, % at 3 µM; CHO-K1 hM1, ACh EC20; 0% = ACh EC20, 100% = maximal ACh; AID 588819, 2011; Muscarinic acetylcholine receptor M1 (Homo sapiens), P11229; hit rate 0.088% among 360,000; in the data active = activation above about 19%, passing the limit was not always enough
# CHO-K1 Ca ag = counter-screen for M1 agonists: effect in parental CHO-K1 cells; activation, % at 3 µM; hit rate 0.48% among 360,000; AID 602248, 2012; Fluo-8 calcium fluorescence; scaled to maximal ATP response, vehicle zero; in the data active = activation above about 15%;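 also: untransfected CHO-K1 host cells lacking M1 receptor as counterscreen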
# An asterisk follows results filed as active; . = not tested or not shown.
no.	molecule	CHRM4 antagonist	CHRM1 agonist	CHO-K1 Ca antag	CHO parental Ca	M4 ag	OXTR potentiate	CHRM1 PAM	CHO-K1 Ca ag	CHRM1 antagonist
1	O=C(CC1C(=O)NCCN1CC1CCCCC1)NCc1cc(F)ccc1F (stereo not given)	0	-6	-4	-28	3	-23	7	0.2	-6
2	O=[N+]([O-])c1c(NCCCO)cc(SCc2ccco2)c2nonc12	0	-6	-4	-4	2	-3	5	2.5	-5
3	O=C(c1ccccc1)c1c(O)nc(-c2ccccc2)n(-c2ccccc2)c1=O	22	-3	-4	-17	1	-4	5	0.4	2
4	O=C(OCC(=O)N1CCC(Cc2ccccc2)CC1)c1ccc[nH]c1=O	-10	-4	-11	-11	0	-6	7	4.8	-8
5	Cc1c(NC(=S)NC(=O)c2ccccc2)c(=O)n(-c2ccccc2)n1C	-3	-7	10	0	0	-8	-5	0.6	8
6	Cn1c(=O)c2c(-c3ccccc3)n(-c3cccc(Br)c3)cc2n(C)c1=O	-5	-5	-26	.	2	.	2	1.9	-18
7	CCC(CO)Oc1cc(NCc2cccc(OC)c2)c2ncn(C(C)C)c2c1 (stereo not given)	-19	-10	-17	-8	2	-4	6	0.8	-6
8	Cc1cccc(C(=O)OCC(=O)N(CC(C)C)c2c(N)n(Cc3ccccc3)c(=O)[nH]c2=O)c1C	-4	2	1	.	0	.	11	0.0	-10
9	O=C(c1cccnc1)C1Cc2ccccc2C1=O (stereo not given)	-7	-2	-6	-2	1	-11	2	0.7	-1
10	O=C(CCNC(=O)N1CCn2c1nc1ccccc12)NCc1ccc(F)cc1	3	-3	-11	-15	5	-1	3	1.9	-6
11	CC(C)C[C@@H](CNCC(=O)[C@H](C)NC(=O)c1[nH]cnc1C(=O)N[C@@H](C)CN)NC(=O)c1nc[nH]c1C(=O)N[C@@H](C)C(=O)O	-12	-2	-15	.	-1	.	9	0.3	-17
12	Fc1ccc(NC(=S)Nc2cc(Cl)ccc2Cl)cc1	5	-3	-11	-3	0	-2	5	1.2	-7
13	CCCNC(=O)c1ccc(N2CCC3(CC2)CC(c2cccc(Br)c2)=NO3)c(NC(=O)c2ccc(Cl)c([N+](=O)[O-])c2)c1	2	-2	2	-11	1	2	3	9.9	3
14	Cc1ccc(NC(=O)c2ccc3c(c2)N(CC(=O)N2CCCCC2)C(=O)C(C)(C)O3)cc1	6	-3	-1	-8	2	-1	8	0.7	1
15	O=C(COC(=O)CSc1ccc([N+](=O)[O-])cc1)NCCCc1ccccc1	2	-1	4	2	3	-7	0	0.3	-6

# Molecules shown so far containing sulfur (4):
no.	molecule	CHRM4 antagonist	CHRM1 agonist	CHO-K1 Ca antag	CHO parental Ca	M4 ag	OXTR potentiate	CHRM1 PAM	CHO-K1 Ca ag	CHRM1 antagonist
2	O=[N+]([O-])c1c(NCCCO)cc(SCc2ccco2)c2nonc12	0	-6	-4	-4	2	-3	5	2.5	-5
5	Cc1c(NC(=S)NC(=O)c2ccccc2)c(=O)n(-c2ccccc2)n1C	-3	-7	10	0	0	-8	-5	0.6	8
12	Fc1ccc(NC(=S)Nc2cc(Cl)ccc2Cl)cc1	5	-3	-11	-3	0	-2	5	1.2	-7
15	O=C(COC(=O)CSc1ccc([N+](=O)[O-])cc1)NCCCc1ccccc1	2	-1	4	2	3	-7	0	0.3	-6

# Other records follow.
no.	molecule	CHRM4 antagonist	CHRM1 agonist	CHO-K1 Ca antag	CHO parental Ca	M4 ag	OXTR potentiate	CHRM1 PAM	CHO-K1 Ca ag	CHRM1 antagonist
16	CNC(=S)NNC(=O)c1ccccc1Cl	-4	9	7	-3	0	0	21	-0.1	3
17	COc1ccc(CNc2ccc(S(N)(=O)=O)cc2)cc1	-4	-5	1	4	1	-5	11	0.2	-2
18	OCCN1CCN(c2nc(-c3ccccc3)c3cc(Cl)ccc3n2)CC1	-3	-5	-12	-29	8	-8	5	1.2	-11
19	O=C(c1ccc(Cl)c(S(=O)(=O)N2CCCC2)c1)N1CCOCC1	1	-3	-4	-5	0	-1	6	0.5	-6
20	C=CCSc1nc2ccccc2n1C(=O)/C=C/c1ccc(OC)c(OC)c1	12	0	-20	-15	0	-6	-2	0.5	5
21	O=C(Nc1ccc2oc(-c3ccccc3F)nc2c1)c1ccco1	-2	0	-4	-11	4	-7	-5	1.7	9
22	Clc1nc(Oc2ccccc2)nc(-c2cn(-c3ccccc3)c3ccccc23)n1	3	-2	-5	1	14	0	-7	5.3	10
23	COc1ccccc1C(=O)NNC(=O)c1ccc(Br)cc1	-11	-3	0	-15	1	-5	-4	-0.3	5
24	CS(=O)(=O)N(CC(=O)Nc1ccc(S(=O)(=O)N2CCOCC2)cc1)c1ccccc1Br	-6	-15	-4	-20	3	-13	-5	1.6	6
25	COc1ccc(CNC(=O)c2cc(-c3ccccc3O)n[nH]2)cc1	-3	2	-1	-19	3	-18	11	2.8	-13
26	O=C(CCN1CCOCC1)Nc1cccc(Br)c1	3	-5	-3	-3	1	-5	7	0.8	-3
27	Cc1ccc(-c2ccc(CCC(=O)O)n2Cc2ccco2)cc1	6	-1	2	-11	0	-13	10	-0.2	-44
28	Cc1cc(OCc2nc(N)nc(N)c2-c2ccc(Cl)c(Cl)c2)ccc1[N+](=O)[O-]	-9	2	-9	.	2	.	16	0.8	-19
29	CC1CN(c2nc3ccccc3nc2SCC(=O)Nc2cccc(C(F)(F)F)c2)CC(C)O1 (stereo not given)	-9	-1	-11	10	1	-9	-3	-0.1	7
30	O=S(=O)(/N=C(\c1ccccc1)N1CCOCC1)c1cccs1	2	3	-3	-13	0	-13	2	0.7	-14

# Structures above that contain an NH in an aromatic ring, in the order listed:
no.	molecule	CHRM4 antagonist	CHRM1 agonist	CHO-K1 Ca antag	CHO parental Ca	M4 ag	OXTR potentiate	CHRM1 PAM	CHO-K1 Ca ag	CHRM1 antagonist
4	O=C(OCC(=O)N1CCC(Cc2ccccc2)CC1)c1ccc[nH]c1=O	-10	-4	-11	-11	0	-6	7	4.8	-8
8	Cc1cccc(C(=O)OCC(=O)N(CC(C)C)c2c(N)n(Cc3ccccc3)c(=O)[nH]c2=O)c1C	-4	2	1	.	0	.	11	0.0	-10
11	CC(C)C[C@@H](CNCC(=O)[C@H](C)NC(=O)c1[nH]cnc1C(=O)N[C@@H](C)CN)NC(=O)c1nc[nH]c1C(=O)N[C@@H](C)C(=O)O	-12	-2	-15	.	-1	.	9	0.3	-17
25	COc1ccc(CNC(=O)c2cc(-c3ccccc3O)n[nH]2)cc1	-3	2	-1	-19	3	-18	11	2.8	-13

# Further records follow:
no.	molecule	CHRM4 antagonist	CHRM1 agonist	CHO-K1 Ca antag	CHO parental Ca	M4 ag	OXTR potentiate	CHRM1 PAM	CHO-K1 Ca ag	CHRM1 antagonist
31	COc1cc(/C=C(\C#N)C(=O)Nc2cccc(C(=O)O)c2)ccc1OCc1ccc(Cl)cc1	14	-3	-9	-9	-2	-5	1	0.3	-1
32	Cc1cccc(CN2C(=O)c3ccccc3Sc3ccc(C(=O)O)cc32)c1	-7	-4	0	-16	1	-19	8	0.4	-13
33	CC(=O)Oc1ccc(OC(C)=O)c2c1CC1(C)OC1(C)C2 (stereo not given)	-7	1	-13	.	0	.	8	0.8	-18
34	COc1ccc(NC(=O)CNS(=O)(=O)c2cccs2)c(OC)c1	1	3	-3	-6	0	-3	17	0.5	-7
35	Cc1ccc(C2c3sc(=O)[nH]c3SC3C4CC(C5C(=O)N(C(C)C(=O)O)C(=O)C45)C23)cc1 (stereo not given)	0	-1	13	0	0	-5	9	-0.2	0
36	COc1cccc(CN(C)C(=O)c2cccnc2SC)c1OC	4	-1	0	-13	1	-3	4	0.8	-5
37	COc1cc(OC)cc(C(=O)NNC(=O)CNC(=O)c2ccc(Br)o2)c1	12	-1	20	-3	0	-2	-6	-0.1	16
38	COc1cc2c(cc1OC)C[N+](C)(C)CC2	-11	2	-6	-6	1	0	-9	0.2	4
39	CCN(Cc1ccccc1)C1CCN(Cc2ccc(SC)cc2)CC1	0	-7	-9	-2	4	-10	-11	2.2	4
40	CCCC(=O)NC(=S)Nc1cccc(NC(=O)c2ccccc2Cl)c1	-2	-5	-6	-13	4	-4	8	2.0	-5
41	COc1cc(/C=C2\SC(=O)N(CCNC(=O)c3cnc(C)cn3)C2=O)cc(OC)c1OC	5	-5	-8	-19	1	-6	-3	0.1	9
42	Cc1ccc(OCCC(=O)OCC(=O)NCCNC(=O)COC(=O)CCOc2ccc(C)cc2)cc1	2	-1	-7	.	3	.	1	1.9	-8
43	CCCn1nnnc1SCC(=O)N1CCCc2ccccc21	-8	-4	-6	-5	1	-11	7	0.1	-13
44	COc1cc(NC(=S)Nc2ccccn2)cc(OC)c1	4	-5	-10	-16	0	6	2	-0.2	-4
45	CN(C)S(=O)(=O)c1ccc(NC(=O)CN2CCc3ccccc32)cc1	1	-3	7	5	1	-6	4	0.5	-4
46	CN(C)/C=C/C(=O)c1ccc(Br)cc1	0	-6	0	-10	1	-9	1	0.3	2
47	CC(C)COC(=O)N(C)C[C@@H]1OCc2cnnn2CCCC(=O)N([C@H](C)CO)C[C@@H]1C	-8	12	-11	.	0	.	17	0.4	0
48	Cc1csc(NC(=O)/C=C/c2ccc3c(c2)OCO3)n1	2	-9	-9	-9	3	-5	3	1.5	1
49	O=C(COC(=O)Cc1ccc(S(=O)(=O)N2CCOCC2)s1)Nc1ccc2c(c1)OCO2	-1	-2	-2	5	2	-4	2	1.4	-1
50	CCOC(=O)[C@]12CCC=C1N(Cc1cccc3ccccc13)C(=O)[C@H](CC(=O)N1CCC(c3ccccc3)CC1)C2	1	.	-25	.	0	.	.	0.3	.
51	O=C(Nc1ccc(Cl)cc1)OCCn1nnnc1C(c1ccccc1)N1CCOCC1 (stereo not given)	-4	1	16	-9	5	-7	9	1.3	-8
52	S=C(NCc1ccco1)N1CCN(c2ccc(Cl)cc2)CC1	6	-5	6	4	8	-15	-3	5.5	-3
53	CCN(CC)c1ccc(C(=O)OCC(=O)Nc2sccc2C#N)cc1	-3	-1	-11	-24	8	-15	-6	2.5	6
54	C=CCOC(=O)C1=C[C@@H](c2ccc3c(c2)OCO3)C[C@@H](OCc2ccc(CO)cc2)O1	7	-4	-2	-3	-1	-9	-1	-0.2	7
55	CCOC(=O)c1cc(-c2sc(NC(=O)c3ccccc3)nc2C)n(CCO)n1	-6	-6	-2	.	-1	.	8	-0.2	-14
56	NNC(=O)COc1ccccc1F	-3	-3	-4	-9	0	-3	-6	0.6	7
